Bioassay records as filed in PubChem BioAssay.
KCNQ1 inh = human KCNQ1 channel inhibition. P51787. CHO-K1 KCNQ1, FluxOR thallium flux fluorescence; active compounds read high. B-score at 10 µM. 310,000 tested, 1.3% active;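 active = compounds whose thallium flux B-score, printed positive for inhibition, exceeds three library SD while starting fluorescence stays within three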;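 also: channel opened by potassium depolarization with thallium stimulus after 20 min compound exposure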
TRPC4 agonist = opens the mouse TRPC4 cation channel. Q9QUQ5. HEK293 TRPC4beta/mu-opioid, Fluo4 calcium fluorescence; active compounds read high. B-score at 10 µM. 310,000 tested, 0.49% active;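 active = B-score above 5 SD of library B-scores, and initial fluorescence ratio not above library mean plus 5 SD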;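 also: positive B-score marks a calcium rise read as TRPC4 activation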
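Assay system: HEK293 cells stably co-expressing mouse TRPC4beta and mu-opioid receptor / Timing: Fluo4 dye loading 45 min at room temperature, 110 s recording / Signal: Fluo4 calcium-sensitive dye fluorescence, kinetic, 1 Hz baseline / Read-out: integrated baseline-normalised fluorescence ratio, converted to per-well B score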
KCNQ1 pot = potentiators or activators of human KCNQ1 potassium channel; P51787; CHO-K1 KCNQ1, thallium flux FluxOR fluorescence; active compounds read high; B-score at 10 µM; 310,000 tested, 0.35% active;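 active = fluorescence ratio B-score, a plate-corrected score, at least three library SD, with initial intensity B-score within 5 SD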
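Assay system: CHO-K1 cells stably expressing KCNQ1; Medium: assay buffer with matched DMSO; Also added: K+/Tl+ depolarizing stimulus; Dosing: single dose; Timing: dye 90 min, compound 20 min, room temperature; Measured by: kinetic FluxOR thallium fluorescence, 10-s 1-Hz baseline, 110-s post-stimulus read; Read-out: peak-minus-minimum fluorescence over initial fluorescence, negative-control normalized, B-scored.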
TRPC4 PAM = TRPC4 (mouse) allosteric potentiation; Q9QUQ5; HEK293 TRPC4beta/mu-opioid, DAMGO EC20, Fluo-4 Ca2+ flux; active compounds read high; B-score at 10 µM; 310,000 tested, 0.42% active;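 active = B-score of calcium response area above 5 SD of library B-scores, with initial fluorescence ratio within 5 SD of library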;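 also: B-score of integrated fluorescence ratio over time as area under calcium response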
TRPC4 block = inhibitors of mouse TRPC4 channel. Q9QUQ5. HEK293 TRPC4beta/mu-opioid, DAMGO-evoked Fluo4 calcium flux; active compounds read low. B-score at 10 µM. 300,000 tested, 0.39% active. AID 2247;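 active = B-score over 3 SD under the library average, no early fluorescence shift, positive overall ratio signal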
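System: stable TRPC4beta/mu-opioid receptor HEK293 cells; Dosing: single-point compound dosing; Measured by: Fluo4 Ca2+ flux fluorescence; Read-out basis: per-well B score of integrated baseline-normalized Fluo4 ratio.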
KCNK9 block = human KCNK9 channel inhibition; Q9NPC2; HEK293 KCNK9, FluxOR thallium flux fluorescence; active compounds read low; B-score at 10 µM; 310,000 tested, 1.2% active; AID 488922;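 active = ratio B-score over 3 SD below the library mean, with starting fluorescence within 5 SD of its mean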;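 also: negative B-score means less thallium flux so channel inhibition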
Target sequence (Q9NPC2 whole entry, looked up): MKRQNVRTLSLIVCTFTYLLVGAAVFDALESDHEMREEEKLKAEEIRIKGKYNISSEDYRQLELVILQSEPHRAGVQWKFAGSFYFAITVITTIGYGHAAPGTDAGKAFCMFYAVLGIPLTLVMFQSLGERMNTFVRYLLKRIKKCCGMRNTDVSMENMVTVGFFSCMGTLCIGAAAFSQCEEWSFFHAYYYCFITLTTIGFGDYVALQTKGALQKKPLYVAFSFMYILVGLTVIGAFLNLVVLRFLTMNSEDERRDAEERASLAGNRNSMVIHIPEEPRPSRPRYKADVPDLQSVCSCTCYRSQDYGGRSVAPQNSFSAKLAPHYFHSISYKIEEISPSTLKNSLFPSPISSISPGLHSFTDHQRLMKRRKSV
KCNK3 inh = human KCNK3 channel inhibition, primary screen | CHO-KCNK3 thallium flux, FluxOR fluorescence; active compounds read low | B-score at 10 µM | 340,000 tested, 0.84% active;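 active = B-score under library mean minus 4 SD, starting fluorescence ratio at most library mean plus 5 SD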;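 also: more negative B-score means stronger inhibition of thallium flux through KCNK3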
Target sequence (O14649 whole entry, looked up): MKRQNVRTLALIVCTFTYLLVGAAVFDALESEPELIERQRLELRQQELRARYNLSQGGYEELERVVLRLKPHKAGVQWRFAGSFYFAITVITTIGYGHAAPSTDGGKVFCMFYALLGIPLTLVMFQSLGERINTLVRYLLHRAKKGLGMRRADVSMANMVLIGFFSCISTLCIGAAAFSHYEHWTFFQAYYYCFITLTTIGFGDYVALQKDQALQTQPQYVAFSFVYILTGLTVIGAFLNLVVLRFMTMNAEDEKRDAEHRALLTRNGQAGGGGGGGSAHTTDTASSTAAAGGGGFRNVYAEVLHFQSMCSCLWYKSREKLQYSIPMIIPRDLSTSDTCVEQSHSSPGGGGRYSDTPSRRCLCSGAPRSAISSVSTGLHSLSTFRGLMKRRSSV
Platelet DG rel = platelet dense granule release activity | inhibition, %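 (compounds screened at 7.5 µM in platelet-rich plasma)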 | 300,000 tested, 0.22% active | human platelet-rich plasma, SFLLRN dense granule ATP release, luminescence;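 active = mean replicate score, as percent of positive control, at or above 50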
hERG protect = compounds protecting human hERG from proarrhythmic drug block; Q12809; CHO-hERG, FluxOR thallium flux, dofetilide IC70 present; activation (rescue from dofetilide block), less the hit threshold, % at 10 µM; 310,000 tested, 0.51% active; AID 1511;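 active = activation above the mean of controls blocked by dofetilide plus 5 SD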;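 also: thallium influx through hERG after potassium depolarization seen as dye fluorescence rise; in these data hits start at about 4.7%; inactives centre near -7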
PolyA inhibitor = blocks polyadenylation in yeast reporter cells. S. cerevisiae SKY197-pL101 polyadenylation reporter, beta-gal luminescence; efflux-impaired pdr1/pdr3 knockout yeast; score 100 = 6 SD above DMSO. calls only at 12 µM. 300,000 tested, 0.02% active;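 active = lowest replicate activity score at least 50, where 100 means six control SD above control mean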;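 also: yeast exposed to compound for 9 h at 30 °C; higher score means more reporter readthrough which indicates perturbed polyadenylation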
DYRK1A inh = Dyrk1A (rat) kinase inhibition; Q63470; inhibition, % at 12.5 µM; 310,000 tested, 0.43% active; ADP-Glo luminescence, NFATc1 peptide; in the data active = inhibition above about 50%;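 also: plate controls were vehicle with enzyme for no effect and no enzyme for full effect; many of its hits are not listed in these tables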
* marks the source's active call; other numbers are inactive results; i = inactive; . = not tested or not shown.

SMILES	KCNQ1 inh	TRPC4 agonist	KCNQ1 pot	TRPC4 PAM	TRPC4 block	KCNK9 block	KCNK3 inh	Platelet DG rel	hERG protect	PolyA inhibitor	DYRK1A inh
COc1ccc(NC(=O)C2CC2)cc1OC1CCCC1	i	i	i	i	i	i	i	7	-5	i	-5
Cc1ccc(S(=O)(=O)N2CCOC2CNC(=O)C(=O)NCc2ccco2)cc1 (centres undefined)	i	i	i	i	i	i	i	0	-9	i	1
O=C(c1cccs1)N1CCN(C/C=C/c2ccccc2)CC1	i	i	i	i	i	i	i	1	-2	i	-5
Cc1cc(C(=O)N2CCCCCC2)cs1	i	i	i	i	i	i	i	-5	-10	i	4
Cc1nc2sc(C(=O)OC(C)C)c(N)c2c(C)c1C	i	i	i	i	i	i	i	-24	-11	i	17
COc1ccc(NC(=S)NC2CCS(=O)(=O)C2)cc1 (centres undefined)	i	i	i	i	i	i	i	-8	-7	.	-10
O=C(N/N=C/c1cc(O)ccc1[N+](=O)[O-])c1ccc2c(c1)OCCO2	i	i	i	i	i	i	i	-15	-10	i	17
Cc1ccc(-c2c3c([nH]c(=S)c2C#N)CCCC3)o1	i	i	i	i	i	i	i	1	0	i	-2
CCOC(=O)c1c(CN2CCCCC2)n(C)c2cc(Br)c(O)c(CN(C)C)c12	i	i	i	i	i	i	i	-22	-6	i	-1
O=C(Nc1ccccc1NC(=O)NC1CCCCC1)NC1CCCCC1	i	i	i	i	i	i	i	4	-10	i	-1
COc1ccc(C(C)(C)C)cc1NC(=O)Nc1ccc2c(c1)OCO2	i	i	i	i	i	i	i	-3	2	i	3
O=C(O)CC(CNS(=O)(=O)c1cccc2nsnc12)c1ccccc1 (centres undefined)	i	i	i	i	i	i	i	2	-3	i	1
COc1ccc(S(=O)(=O)N2CCCC(C(=O)NC3CCCCC3)C2)cc1 (centres undefined)	i	i	i	i	i	i	i	-3	-3	i	1
CC(=O)c1cccc(NS(=O)(=O)c2cc(OCC(N)=O)c(C)cc2Cl)c1	i	i	i	i	i	i	i	7	-4	i	-1
O=C(CN(Cc1ccc(F)cc1)C(=O)Cn1nnc2ccccc21)NCC1CCCO1 (centres undefined)	i	i	i	i	i	i	i	10	1	i	-4
COCCN(C(=O)c1cc(-c2ccncc2)nc2ccccc12)c1c(N)n(CC(C)C)c(=O)[nH]c1=O	i	i	i	i	i	i	i	-2	-7	i	-1
CC1(C)[C@@H](O)CC[C@]2(C)C3C(O)C=C4[C@H]5C[C@@](C)(C(=O)O)CC[C@]5(C)CC[C@]4(C)[C@]3(C)CC[C@@H]12 (some centres undefined)	i	210*	13*	i	-6*	i	.	1	-9	i	.
CN(C)C=Nc1nonc1-c1ccc(Cl)cc1	i	i	i	i	i	i	i	3	2	i	16
O=C(NCCc1ccccc1)c1ccc2nc(N3CCOCC3)sc2c1	i	i	i	i	i	i	i	-24	-8	i	3
CN(C)c1ccc(/C=N/NC(=O)CCC(=O)NCc2ccccc2)cc1	i	i	i	i	i	i	i	1	-11	i	-1
O=C1CCCC(=O)N1c1ccc(NCCOCCO)c([N+](=O)[O-])c1	i	i	i	i	i	i	i	0	-8	i	-1
CN(C)S(=O)(=O)n1cc(/C=C(\NC(=O)c2ccccc2)C(=O)NCCCN2CCOCC2)c2ccccc21	i	i	i	i	i	i	i	4	-10	i	.
c1ccc(-c2nc(-c3cccnc3)cs2)cc1	i	i	i	i	i	i	i	-4	-7	i	1
CCc1ccccc1S(=O)(=O)Cc1ccc(C(=O)NCc2ccc3c(c2)OCO3)o1	i	i	i	i	i	i	i	3	-17	i	2
COc1ccc(CCNC(=O)C2CC(c3ccccc3[N+](=O)[O-])=NO2)cc1 (centres undefined)	i	i	i	i	i	i	i	-8	-7	i	-18
Oc1[nH]c(N=C2N=c3ccccc3=N2)c2ccccc12	i	i	i	i	i	i	i	18	-3	i	-4
Cc1ccc(S(=O)(=O)/N=C2\C(=O)c3ccccc3C([O-])=C2n2cc[n+](CCC(C)C)c2)cc1	i	i	i	i	i	i	i	4	-7	i	1
COc1cccc(CN2CC(C(=O)NCCOc3cccnc3)CCC2=O)c1 (centres undefined)	i	i	i	i	i	i	i	-1	-10	i	0
COC(=O)C1CCN(C(=O)COC(=O)c2oc3ccccc3c2C)CC1	i	i	i	i	i	i	i	7	-1	i	-1
COC(C[C@@H]1O[C@@H]1C(=O)[C@H](C)OCc1ccccc1)OC	i	i	i	i	i	i	i	0	-5	i	30
CCc1ccccc1NC(=O)NCc1ccccn1	i	i	i	i	i	i	i	-3	-10	i	4
Cc1cc(C)c2c(=O)[nH]c(SCC(=O)N3CCOCC3)nc2n1	i	i	i	i	i	i	i	-2	-2	i	0
Cc1cc2cc(CN(Cc3nnnn3C3CCCCC3)CC3CCCO3)c(=O)[nH]c2cc1C (centres undefined)	i	i	i	i	i	i	i	-4	-19	i	7
Oc1ccccc1CNCc1ccccc1	i	i	i	i	i	i	i	2	-9	.	-7
Cc1ccccc1CSCC(=O)Nc1ccccc1F	i	i	i	i	i	i	i	-23	-18	i	.
CCOc1ccc(CCN2C(=O)C(=O)N([C@H](CCCN(C)Cc3ccccc3)CNCc3ccccc3)C[C@@H]2C(C)C)cc1	i	i	i	i	i	i	.	5	-10	i	.
O=C(NN1CCOCC1)c1ccc(S(=O)(=O)N2CCCCC2)cc1	i	i	i	i	i	i	i	2	-6	i	2
O=S(=O)(Nc1nccs1)c1ccc(Br)cc1	i	i	i	i	i	i	i	2	-6	i	-8
O=C(Nc1ccc(F)cc1F)NC1CCCCCCC1	i	i	i	i	i	i	i	.	-11	.	-4
CCN(CC)P(=O)(/C(Cl)=C\Nc1c(C)n(C)n(-c2ccccc2)c1=O)N(CC)CC	i	i	i	i	i	i	i	-2	-6	i	-4

Structural class, the entries above with a COOH group.
SMILES	KCNQ1 inh	TRPC4 agonist	KCNQ1 pot	TRPC4 PAM	TRPC4 block	KCNK9 block	KCNK3 inh	Platelet DG rel	hERG protect	PolyA inhibitor	DYRK1A inh
O=C(O)CC(CNS(=O)(=O)c1cccc2nsnc12)c1ccccc1 (centres undefined)	i	i	i	i	i	i	i	2	-3	i	1
CC1(C)[C@@H](O)CC[C@]2(C)C3C(O)C=C4[C@H]5C[C@@](C)(C(=O)O)CC[C@]5(C)CC[C@]4(C)[C@]3(C)CC[C@@H]12 (some centres undefined)	i	210*	13*	i	-6*	i	.	1	-9	i	.

Later entries
SMILES	KCNQ1 inh	TRPC4 agonist	KCNQ1 pot	TRPC4 PAM	TRPC4 block	KCNK9 block	KCNK3 inh	Platelet DG rel	hERG protect	PolyA inhibitor	DYRK1A inh
CN(C)C(CNC(=O)c1ccc(Br)cc1)c1ccco1 (centres undefined)	i	63*	i	i	i	i	i	0	-5	i	-1
C/C(CC(=O)c1ccccc1)=N\NC(=O)CC#N	i	i	i	i	i	i	i	0	-9	i	-8
CC(C)=CCC/C(C)=C/CC(C)(C)CNCCN1CCNCC1	i	i	i	i	i	i	.	-4	-8	i	.
Cc1cc(C)nc(N/N=C/c2ccc(N3CCOCC3)cc2)n1	i	i	i	i	i	i	i	11	-14	i	.
c1ccc(-c2oc3ncnc(NCCCn4ccnc4)c3c2-c2ccccc2)cc1	i	i	i	i	i	i	i	-4	-16	i	15
O=C(C1CCN(S(=O)(=O)N2CCCCC2)CC1)N1CCCCC1	i	i	i	i	i	i	i	0	-7	i	-5
Cc1nn(-c2ccccc2)c(Cl)c1C(=O)OC(C)C(=O)NC(=O)NC1CCCCC1 (centres undefined)	i	i	i	i	i	i	i	-2	-11	i	-4
COC(Cc1n[nH]c(=S)n1-c1ccccc1)OC	i	i	i	i	i	i	i	-1	-17	i	-5
CC(C)=NNc1nc2sc3c(c2c(=O)[nH]1)CC(C)(C)OC3	i	i	i	i	i	i	i	7	-3	i	19
COc1ccc(C(C(=O)NCc2ccccc2)N(C(=O)c2snc(C(N)=O)c2N)C2CCCC2)cc1O (centres undefined)	i	i	i	i	i	i	i	4	-16	i	3
CCn1c(SCC(=O)c2ccc3c(c2)OCCO3)nnc1-c1ccco1	i	i	i	i	i	i	i	-2	-9	i	-1
COc1ccc2oc(C(=O)OC/C(O)=C(\C#N)c3nc4ccccc4[nH]3)c(C)c2c1	i	i	i	i	i	i	i	13	-9	i	3
CC(NC(=O)CSc1nnc(-c2cc3cc(Cl)ccc3o2)n1C)c1ccccc1 (centres undefined)	i	i	i	i	i	i	i	-14	-7	i	0
Cc1nc(N)ncc1Sc1ccccc1	i	i	i	i	i	i	i	2	-6	i	-6
N/C(Cc1ccc([N+](=O)[O-])cc1)=N\OC(=O)C1CCCCC1	i	i	i	i	i	i	i	0	-7	i	1
Clc1ccc(CN2CCN(c3ncccn3)CC2)c(Cl)c1	i	i	i	i	i	i	i	-1	-8	i	1
CC1=CC(C)(C)N(C(=O)CSc2nccn2C)c2cc(C)ccc21	i	i	i	i	i	i	i	10	-5	i	6
CCn1c(-c2ccccc2Cl)nn(CC(=O)Nc2ccc(OC)cc2)c1=S	i	i	i	i	i	i	i	-9	-5	i	-2
O=C(Cn1c(=O)n(-c2ccc(F)cc2)c(=O)c2sccc21)N1CCCC1	i	i	i	i	i	i	i	-1	-6	i	4
CCOc1ccc(CCNC(=O)CCC(=O)Nc2ccc3nc(N4CCN(C)CC4)cc(C)c3c2)cc1OCC	i	i	i	i	i	i	i	0	-13	i	-5
O=C(Nc1ccc(NC(=O)c2cccs2)cc1Cl)c1ccco1	i	i	i	i	i	i	i	17	-6	i	5
CCN1C/C(=C/c2sccc2C)c2nc3ccccc3c(C(=O)O)c2C1	i	i	i	i	i	i	i	0	-8	i	3
C=CCOC(=O)C1=C(C)NC(=O)NC1c1cn(-c2ccccc2)nc1-c1cccs1 (centres undefined)	i	i	i	i	i	i	-9.2*	-16	-8	i	0
O=C(Nc1ccccc1Br)c1ccc(OC(=S)N2CCOCC2)cc1	i	i	i	i	i	i	i	1	-9	i	1
O=C(Nc1ccc(Oc2ccccc2)nc1)C1CCN(Cc2cccc(F)c2)CC1	i	i	i	i	i	i	i	-15	-10	i	1
O=c1c(C/C=C/c2ccccc2)c(O)ccn1CCc1c[nH]c2ccccc12	i	i	i	i	i	i	i	0	-9	i	-3
COc1ccc(CCNc2nc(-c3ccccn3)cs2)cc1OC	i	i	i	i	i	i	i	-6	-8	i	-2
OCCNCc1cc(Br)ccc1OCc1ccccc1	i	i	i	i	i	i	i	1	-7	i	-4

An excerpt. The share of hits here may be higher or lower than overall.
